# CaV13 ICDI inh = Disruptors of the CACNA1D IQ motif to Ca2+-dependent inactivation inhibitor domain association, primary screening, Förster resonance energy transfer in intact living …. HEK cells, CFP/YFP FRET ICDI-IQ, plate reader, 10 min; percent FRET-ratio fall versus neutral wells. inhibition, % at 12.3 µM. actives 0.098% (n = 340,000). AID 743397;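 active = mean replicate inhibition of at least 30% and at least 1% of replicates passing that level; inconclusive = only one of the two criteria is met; inactive = neither criterion is met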;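 note: 0% = median of the neutral control wells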
# iPSC survival up = increases survival of single human iPS cells; hiPSC single-cell survival, ATPlite luminescence; 100% = ROCK inhibitor wells, 0% = DMSO; AID 602274; actives 0.044% (n = 360,000); survival enhancement, % at 20 µM; in the data active = survival enhancement above about 18%;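 note: cells exposed to compounds for 16 hours before the ATP read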
# Peg3 promoter = reduces Peg3 promoter-driven luciferase expression in HeLa; inhibition, % at 20 µM; AID 588405; HeLa PEG-Prom luciferase reporter, luminescence, overnight; actives 1.7% (n = 360,000);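 active = inhibition of at least 50% at 20 µM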
# Vif imaging = inhibitors of HIV Vif; HEK293T cells, Vif self-association by quenched fluorescence, imaging, 24 h; inhibition, % at 7.49 µM; actives 0.35% (n = 340,000); in the data active = inhibition above about 50%, passing the limit was not always enough; inconclusive = no clear call, values can overlap the other calls; inactive = below about 31%; note: some results filed as inactive read as strong as hits
# PDI inh = inhibitors of human protein disulfide isomerase; PDI insulin aggregation turbidity, A650, 90 min; P07237; actives 0.052% (n = 350,000); inhibition, % at 10 µM;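 active = mean inhibition across replicates of 30% or more, whatever share of single replicates reach that level; inconclusive = mean inhibition below 30% while every single replicate reaches 30%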;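 note: absorbance from insulin aggregation driven by PDI reduction with DTT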
# Target sequence (P07237 whole entry, looked up): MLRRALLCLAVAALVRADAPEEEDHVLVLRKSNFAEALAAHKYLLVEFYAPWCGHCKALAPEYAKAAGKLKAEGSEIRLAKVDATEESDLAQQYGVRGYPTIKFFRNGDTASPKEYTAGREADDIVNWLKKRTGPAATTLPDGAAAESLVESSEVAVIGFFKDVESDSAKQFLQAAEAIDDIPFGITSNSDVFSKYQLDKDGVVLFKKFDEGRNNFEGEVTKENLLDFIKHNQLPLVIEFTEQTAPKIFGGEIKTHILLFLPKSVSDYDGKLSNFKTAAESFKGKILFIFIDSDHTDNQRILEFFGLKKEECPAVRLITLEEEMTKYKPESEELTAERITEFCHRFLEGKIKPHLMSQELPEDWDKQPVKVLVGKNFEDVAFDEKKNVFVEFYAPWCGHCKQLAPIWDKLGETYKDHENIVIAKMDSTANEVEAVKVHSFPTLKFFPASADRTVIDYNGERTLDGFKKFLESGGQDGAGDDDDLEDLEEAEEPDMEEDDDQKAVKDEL
# NR2E3 ag-1 = agonists of human NR2E3 nuclear receptor; actives 0.35% (n = 360,000); inhibition of corepressor binding, % at 3.98 µM; AID 602229; CHO-S Gal4-NCOR/VP16-NR2E3 two-hybrid, luciferase; Q9Y5X4;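 active = inhibition above the mean of all tested compounds plus 3 SD, cut at about 70% in these data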;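 note: 0% = DMSO with NR2E3 transfected cells and 100% = cells lacking NR2E3 construct; higher means lower luciferase signal from less NR2E3 corepressor binding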
# Target sequence (Q9Y5X4 whole entry, looked up, the tested form may be a part): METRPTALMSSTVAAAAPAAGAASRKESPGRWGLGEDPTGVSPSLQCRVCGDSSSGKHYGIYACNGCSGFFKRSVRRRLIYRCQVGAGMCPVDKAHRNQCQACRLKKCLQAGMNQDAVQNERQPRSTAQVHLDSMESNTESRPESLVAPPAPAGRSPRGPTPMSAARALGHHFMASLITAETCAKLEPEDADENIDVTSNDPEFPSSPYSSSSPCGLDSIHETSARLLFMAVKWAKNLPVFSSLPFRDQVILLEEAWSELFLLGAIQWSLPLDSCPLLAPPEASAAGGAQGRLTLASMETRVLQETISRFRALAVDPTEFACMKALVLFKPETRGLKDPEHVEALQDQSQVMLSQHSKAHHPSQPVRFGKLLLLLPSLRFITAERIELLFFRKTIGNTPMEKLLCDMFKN
# Exocytosis inh = lytic granule exocytosis inhibition. inhibition, % at 10 µM. TALL-104 LAMP-1 surface exposure, flow cytometry; cells stimulated with thapsigargin and PMA. AID 651702. actives 0.66% (n = 360,000);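 active = inhibition above about 55%, limit read from the data; inconclusive = no clear call, values can overlap the other calls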
# HIF-2a block = inhibitors of HIF-2a. 786-0 RCC cells HIF-2a reporter, luciferase luminescence, overnight. actives 0.72% (n = 360,000). inhibition, % at 18.8 µM;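 active = inhibition of the luminescence signal of 40% or more relative to plate controls, in a single-dose primary screen at 18.75 µM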
# NR2E3 ag-2 = NR2E3 (human) agonism | Q9Y5X4 | GST-NR2E3/biotin-RetCOR TR-FRET, 1536-well | inhibition of corepressor binding, % at 4.78 µM | actives 0.12% (n = 320,000) | AID 2300;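 active = percent inhibition above the cutoff of mean plus 3 SD of all tested compounds, set per screening campaign, cut at about 20% in these data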;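 note: 0% = DMSO wells and 100% = biotin wells as full block of FRET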
#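 Material: NR2E3–RetCOR corepressor complex / Incubation: Compound–protein incubation for 5 h at 4 °C / Dosing: compound at 4.8 µM, single dose / Detection: time-resolved FRET / Benchmarks: high control biotin, low control 0.6% DMSO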
# aDG glyco act = increases alpha dystroglycan glycosylation. Pro5-aDG cells, alpha-DG glycosylation AlphaScreen (IIH6); 0% Pro5, 100% B10-LARGE cell signal. activation, % at 10 µM. actives 0.22% (n = 360,000). AID 624168;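 active = activation of at least 8% versus controls, or a plate z-score of at least 8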;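 note: Pro5 are CHO cells carrying HIG-tagged alpha-DG that lacks glycosylation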
# MITF TRPM1 inh = inhibitors of MITF-driven TRPM1 promoter in melanoma cells. actives 0.83% (n = 330,000). inhibition, % at 12.5 µM. SK-MEL-5 TRPM1 promoter luciferase, 24 h;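 active = mean inhibition across replicates of 60% or more, whatever share of single replicates reaches that level; inconclusive = some that reach 60%, reason not given; inactive = mean inhibition across replicates below 60%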; note: values of inactives mirror those of a sister screen read the other way
# An asterisk follows results filed as active; ? = inconclusive; / = no result given.
SMILES,CaV13 ICDI inh,iPSC survival up,Peg3 promoter,Vif imaging,PDI inh,NR2E3 ag-1,Exocytosis inh,HIF-2a block,NR2E3 ag-2,aDG glyco act,MITF TRPM1 inh
CCC(Cc1ccccc1)n1c(=S)[nH]c2ccccc2c1=O (configuration not stated),-3,-0.9,28,-4,0,-11,-2,32,2,0.1,-4
Cc1ccc(O)c(-c2cc(C(=O)NCc3ccc4c(c3)OCO4)[nH]n2)c1,-5,-1.5,-33,19,4,-16,-1,-71,3,-0.1,4
CSCCC(NC(=O)c1ccco1)C(=O)NCC(c1ccco1)N1CCCCC1 (configuration not stated),-5,-0.6,-9,-4,-1,-6,0,-6,3,-0.2,10
COc1ccc(C(=O)CSc2nnc(CNC(=O)c3ccccc3)o2)cc1,-6,-0.4,7,/,6,-30,-2,10,4,0.1,9
Cc1cccc2cc(/C=N/NC(=O)c3ccccc3O)c(Cl)nc12,-4,0.2,-44,3,-8,-24,27,-108,0,0.0,2
COc1ccc(CNC(=O)C(C)n2nc(C)c3c(C)n(-c4ccccc4)nc3c2=O)c(OC)c1 (configuration not stated),-4,0.2,15,5,1,18,-6,16,-3,0.0,8
OC(c1ccc(F)cc1)c1nc(-c2ccc(F)c(Cl)c2)cs1 (configuration not stated),-5,3.2,-37,-3,2,9,12,-84,/,0.5,/
O=C(NCc1ccccn1)c1cccs1,/,-0.9,-17,/,-7,-6,-3,-21,3,0.1,-1
CN1CCN(C(=O)c2cccn(Cc3ccc(C(F)(F)F)cc3)c2=O)CC1,-4,0.7,9,6,7,-14,2,9,-2,0.2,-8
O=C(COc1ccccc1Cl)NCCNC(=O)c1ccncc1,1,0.1,9,20,-40,-15,-11,15,-3,-0.1,4
Cn1ncc(Br)c1NC(=O)Nc1ccccc1,/,-0.2,5,7,-1,-28,-4,-20,0,-0.1,-11
Cc1cc(C)n(/N=C/c2cccc([N+](=O)[O-])c2)c(=O)c1,-5,1.8,-12,7,4,-27,3,-11,1,-0.3,11
Cn1nccc1CNC(=O)c1c(Cl)cnn1C,-5,1.4,-8,7,-2,-23,?,15,1,0.1,8
CCN(Cc1ccccc1)c1ccc(/C=N/N2CCOCC2)cc1,-14,-1.1,-22,4,-6,-8,-4,-99,1,0.5,-35
CCn1nc(NC(=O)c2ccncc2)c2cc3ccc(C)cc3nc21,-7,-1.2,-13,-9,-2,-10,1,-4,-5,0.0,-3
COc1ccc(OC)c(-c2c3c([nH]c(=S)c2C#N)CCCC3)c1,0,0.0,-1,4,0,-23,-1,15,7,0.5,-14
COc1cc(NC(=O)C2CCCC2)c(OC)cc1Cl,/,0.9,9,/,-4,-9,1,9,-4,0.4,9
CC1CC(C)CN(CCCNC(=O)c2c(O)nc3ccccn3c2=O)C1 (configuration not stated),-6,0.2,-1,-1,2,3,-3,9,-4,-0.1,1
COc1ccccc1CNc1ccc2nnc(CCNC(=O)c3ccccc3)n2n1,-14,0.4,6,0,-1,5,-5,18,-1,0.0,0
CCN1CCN(C(=O)C2=CC(c3ccc(C)cc3)=NS(=O)(=O)N2C)CC1,-5,5.8,11,/,/,-7,-2,-9,2,-0.3,/
Cc1cc(NC(=O)CSc2nc3ccccc3c(=O)n2CCCC(=O)NCc2ccco2)n[nH]1,-9,-2.1,12,51*,-3,-10,3,21,1,-0.1,6
NC(=O)c1ccsc1NC(=O)CN1CCN(S(=O)(=O)c2ccccc2C(F)(F)F)CC1,-2,1.0,61*,-6,5,9,-2,12,/,-0.2,0
Oc1ccc(-c2cn3cc(C(F)(F)F)ccc3n2)cc1,-10,-3.5,-146,-18,-10,-80,-2,-122,-3,0.0,-67
O=C(O)c1cccc(-c2ccc(/C=N/NC(=O)c3cccnc3)o2)c1,-8,0.2,-55,6,5,-89,3,-23,-5,-0.3,-6
CSc1cccc(NC(=O)CCS(=O)(=O)c2cccc3nonc23)c1,-2,-0.7,3,9,-6,2,-24,-3,2,0.1,2

# Continued:
SMILES,CaV13 ICDI inh,iPSC survival up,Peg3 promoter,Vif imaging,PDI inh,NR2E3 ag-1,Exocytosis inh,HIF-2a block,NR2E3 ag-2,aDG glyco act,MITF TRPM1 inh
Cc1cc(NS(=O)(=O)c2ccc(NS(=O)(=O)c3cc(C)c(Cl)cc3Cl)cc2)no1,/,-0.5,6,1,4,-15,0,8,5,0.1,7
CCc1ccc(NC(=O)C(C)OC(=O)c2ccc(-n3cnnn3)cc2)cc1 (configuration not stated),-4,0.1,-10,4,-4,16,-3,6,-1,-0.3,-8
O=C(CN1C(=O)c2ccc([N+](=O)[O-])cc2C1=O)NCC1CCCO1 (configuration not stated),-6,-0.4,1,-7,-8,8,1,1,-4,0.3,2
Clc1nc(-c2n[nH]nc2Cl)n[nH]1,-4,-1.4,-16,-4,-9,-24,-1,17,1,0.0,-16
C[C@@H]1CN([C@H](C)CO)C(=O)CCCn2cc(nn2)CO[C@H]1CN(C)C(=O)c1ccc(N2CCN(C)CC2)cc1,/,0.8,3,/,/,1,-5,5,/,0.1,/
Cc1ccc(S(=O)(=O)Nc2ccccc2CNc2ccc(Br)cn2)cc1,-19,-1.4,10,-12,0,-18,-3,-45,-1,0.4,13
Cc1ccc(S(=O)(=O)N2C(=O)C(C)SC2=Nc2ccccc2)cc1 (configuration not stated),-4,7.2,12,1,-1,9,6,3,0,0.0,-1
Cc1ccc2nsnc2c1NC(=O)c1ccc(-c2cc(Cl)ccc2Cl)o1,/,2.7,101*,15,-7,-8,4,31,3,-0.9,72*
COc1ccc(CN2CC(C(=O)NCc3cccc(OC)c3)CC2=O)cc1 (configuration not stated),/,-0.2,-1,3,-2,-4,-2,7,6,0.0,0
CCC1Oc2ccccc2N(CC(=O)NCC2CCCO2)C1=O (configuration not stated),-7,0.0,7,13,-6,13,3,6,-2,0.0,-9
Cc1cc(C)cc(N(CC(=O)Nc2ccc(C)cc2Cl)S(=O)(=O)c2c(C)[nH]c(=O)[nH]c2=O)c1,-2,2.2,16,-8,1,-3,-2,11,2,0.0,-7
COC(=O)[C@@]1(Cc2ccc(F)cc2)[C@H]2c3cc(C(=O)N4CCCC4)n(C)c3C[C@H]2CN1C(=O)c1ccccc1,-9,-0.1,/,/,/,20,1,7,/,0.0,/
COc1ccc(NC(=O)CSc2nc3cccnc3n2C)cc1,-5,-0.1,-2,-4,0,10,0,2,-3,0.1,5
Cc1cccc(-c2cnc(C(O)c3ccc4ccccc4c3)[nH]2)c1 (configuration not stated),-7,0.6,6,/,-3,-7,6,-22,/,0.2,/
Clc1ccccc1Nc1nc(NCc2ccccc2)nc2ccsc12,-5,-0.1,-1,6,6,63,-1,-13,/,6.4*,/
C=CC[n+]1c(/C=C/c2ccc(OC(C)=O)c(OC)c2)ccc2ccccc21,-10,-0.6,48,-10,-6,-19,9,17,-2,-0.3,4
COc1ccc(CCNS(=O)(=O)c2cccc(C(=O)O)c2)cc1OC,-1,0.8,4,3,-2,-13,2,13,-4,3.5,2
CCCNC(=O)C1(C)CCCN(C(=O)c2cccc(C#N)c2)C1 (configuration not stated),-6,0.9,5,-4,14,11,9,3,/,0.0,/
CON(C)C(=O)C[C@@H]1C[C@H](OC(=O)c2ccc([N+](=O)[O-])cc2)CN1C(=O)OC(C)(C)C,-9,2.2,-10,0,-6,27,-6,4,/,0.3,-3
CS(=O)(=O)N1CCN(c2ccccc2NC(=O)c2ccc([N+](=O)[O-])o2)CC1,-3,-2.7,18,9,-2,6,-1,-14,2,-0.4,29
COc1ccc(NC(=O)C2CCCN(C)C2)cc1OCC(C)C (configuration not stated),-5,-1.1,14,9,1,-34,-2,18,-2,0.1,3
COc1ccccc1Nc1nc(=O)[nH]nc1C,-6,3.0,-12,-15,-3,-16,1,17,2,-0.1,6
COc1ccc(CCn2c(-c3ccc(C(C)(C)C)cc3)n[nH]c2=S)cc1OC,7,-0.6,18,-15,-3,-5,-2,25,5,0.3,7
C[C@H](CO)N1C[C@H](C)[C@H](CN(C)S(=O)(=O)c2ccc(Cl)cc2)OCc2cnnn2CCCC1=O,-3,1.0,9,/,7,1,1,0,/,0.0,/
O=C(CSc1nnnn1C1CC1)N1CCN(c2cccc(Cl)c2)CC1,-5,0.2,6,-25,-6,-18,3,0,/,0.2,-1

# The listing continues:
SMILES,CaV13 ICDI inh,iPSC survival up,Peg3 promoter,Vif imaging,PDI inh,NR2E3 ag-1,Exocytosis inh,HIF-2a block,NR2E3 ag-2,aDG glyco act,MITF TRPM1 inh
CC(C(=O)N1CCc2ccccc2C1)N1C(=O)c2ccccc2C1=O (configuration not stated),-4,-0.1,7,3,-2,0,2,10,1,-0.2,16
CCCn1nnc(NC(=O)c2cc(Br)cc(Br)c2OC)n1,-4,0.7,1,14,-6,-1,0,-5,1,0.0,-4
O=C(Nc1ccc(S(=O)(=O)N2CCCCC2)cc1)C1CC(=O)N(c2ccc(Cl)cc2)C1 (configuration not stated),-3,0.3,12,-8,-3,11,1,12,2,0.1,12
Cc1cccc(N2CCC(N=CN(C)C)=N2)c1,22,-0.6,-84,16,9,-13,1,-74,-4,-0.1,-15
Cc1ccc(C(=O)COC(=O)c2cc(=O)[nH]c3ccccc23)cc1,-5,0.2,-238,0,13,-24,1,-197,-2,0.1,-48
Cc1ccc(Cn2c(SCC(=O)NCC3CCCO3)nc3c2c(=O)n(C)c(=O)n3C)cc1 (configuration not stated),-1,-0.1,22,0,10,-10,1,19,5,0.1,2
CCC(=O)Nc1cc2nn(-c3ccc(OC)cc3)nc2cc1C,/,-2.1,-159,15,-3,-120,-3,-151,1,-0.1,-26
COc1ccccc1CNC(=O)c1ccc(SC)cc1OC,-5,4.6,-74,-9,-2,-40,-2,-75,4,0.5,-12
CCOc1ccccc1OCC(=O)NCc1ccco1,-8,1.0,1,-4,16,-16,-3,4,2,0.1,-2
C=CCNc1nnc(C)c2ccccc12,-5,0.2,5,-6,-7,-5,-1,7,1,-0.1,2
Cn1c(SCC(=O)O)nc2ccccc2c1=O,-8,-2.4,4,1,7,-11,0,10,1,-0.2,-4
COc1cc(OC)cc(C(=O)NCCN2C(=O)S/C(=C\c3cccs3)C2=O)c1,-2,-0.4,-10,-5,15,0,-2,-25,-2,3.2,-10
CCCCC1(C)NC(=O)c2c(C)sc(C(=O)OCC)c2N1 (configuration not stated),-5,-2.0,17,-1,-6,-16,-1,17,1,0.0,1
COc1ccc2c(c1)C(=O)Cc1ccccc1O2,2,-0.6,1,-5,-1,-53,-3,-2,3,0.0,-2
N#CCC(=O)Nc1ccc(C(=O)NCC2(N3CCOCC3)CCCCC2)cc1,-4,6.5,-8,11,0,8,-4,7,0,-0.1,-2

# Random excerpt: 2 compounds from above, in no set order.
SMILES,CaV13 ICDI inh,iPSC survival up,Peg3 promoter,Vif imaging,PDI inh,NR2E3 ag-1,Exocytosis inh,HIF-2a block,NR2E3 ag-2,aDG glyco act,MITF TRPM1 inh
CCCn1nnc(NC(=O)c2cc(Br)cc(Br)c2OC)n1,-4,0.7,1,14,-6,-1,0,-5,1,0.0,-4
CCOc1ccccc1OCC(=O)NCc1ccco1,-8,1.0,1,-4,16,-16,-3,4,2,0.1,-2

# This is a random part of the collection. About 3.5% of those tested had a hit in this group.
